CHO-K1 Ca antag: nonselective inhibitor or artifact in parental CHO-K1 cells | ATP-induced calcium, Fluo-8 fluorescence | inhibition, % at 3 µM | 360,000 tested, 0.6% active | AID 602250;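 active = inhibition above a per-plate cutoff, the plate's mean sample inhibition plus 3 SD, cut at about 24% in these data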;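 also: 0% = DMSO plus EC80 ATP and 100% = DMSO alone without ATP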
CHRM5 PAM: potentiates acetylcholine response at human M5 receptor. activation, % at 3 µM. CHO-K1 hM5, Fluo-8 calcium, ACh EC20 PAM; 0% = ACh EC20, 100% = ACh EC100. 360,000 tested, 0.3% active;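 active = activation above the run cutoff, the mean activation of all test compounds plus 3 SD, cut at about 18% in these data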
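Test system: CHO-K1 hM5 cells / Doses: single-point, 3 µM nominal / Times: Post-acetylcholine fluorescence recording 140 s / Technique: Fluo-8 calcium fluorescence / Measure: Max/basal fluorescence ratio as % of EC20–EC100 ACh window / Benchmarks: low control EC20 acetylcholine (0%), high control EC100 acetylcholine (100%) / Replicates: one well per compound, no replicates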
CHRM5 agonist: CHRM5 agonism in calcium assay; P08912; 360,000 tested, 0.19% active; AID 624037; activation, % at 3 µM; CHO-K1 hM5 cells, Fluo-8 calcium fluorescence; 0% DMSO wells, 100% maximal acetylcholine response;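 active = activation above the run's mean over test compounds plus 3 SD, cut at about 23% in these data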;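 also: signal is peak over basal fluorescence ratio across the kinetic read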
CHO-K1 Ca PAM: M1 PAM counterscreen hit in parental CHO-K1 cells | AID 602247 | 360,000 tested, 0.02% active | activation, % at 3 µM | ATP EC20, Fluo-8 calcium fluorescence; 0% at ATP EC20, 100% at ATP max;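 active = activation above the run cutoff, the mean activation of all test compounds plus 3 SD, cut at about 40% in these data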;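 also: peak over basal fluorescence ratio in a 140 s read after ATP addition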
CHRM4 antagonist: blocks acetylcholine activation of human M4 receptor. inhibition, % at 3 µM. P08173. 360,000 tested, 0.73% active. AID 624125. CHO-hM4 cells, ACh EC80, Fluo-8 calcium fluorescence;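 active = inhibition above its plate's cutoff, the mean inhibition of sample wells plus 3 SD, cut at about 27% in these data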;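 also: 0% = acetylcholine EC80 with DMSO and 100% = DMSO without agonist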
Target sequence (P08173 whole entry, looked up): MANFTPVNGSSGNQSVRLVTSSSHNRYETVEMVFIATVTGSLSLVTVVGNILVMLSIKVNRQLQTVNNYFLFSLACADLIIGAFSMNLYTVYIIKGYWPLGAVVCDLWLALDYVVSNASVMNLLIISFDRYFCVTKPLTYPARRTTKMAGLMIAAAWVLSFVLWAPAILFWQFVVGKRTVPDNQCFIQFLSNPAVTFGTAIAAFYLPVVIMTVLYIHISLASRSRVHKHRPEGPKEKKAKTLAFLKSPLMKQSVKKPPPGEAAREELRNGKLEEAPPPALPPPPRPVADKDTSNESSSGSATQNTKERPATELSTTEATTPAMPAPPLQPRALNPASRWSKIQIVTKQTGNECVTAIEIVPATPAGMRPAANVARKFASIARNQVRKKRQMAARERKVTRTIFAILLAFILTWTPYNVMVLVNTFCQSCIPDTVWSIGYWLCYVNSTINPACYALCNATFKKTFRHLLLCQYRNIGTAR
M5 antag: antagonists of human muscarinic M5 receptor (CHRM5) | inhibition, % at 3 µM | AID 624040 | P08912 | 360,000 tested, 0.59% active | CHO-hM5 cells, Fluo-8 calcium fluorescence, ACh EC80;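 active = inhibition above a per-plate cutoff, the mean of that plate's test compounds plus 3 SD, cut at about 27% in these data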;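 also: 0% = acetylcholine EC80 with DMSO and 100% = DMSO without agonist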
M4 PAM: potentiates acetylcholine response at human M4 receptor; P08173; CHO-K1 hM4/Gqi5, Fluo-8 calcium fluorescence, ACh EC20; 0% = ACh EC20, 100% = maximal ACh; activation, % at 3 µM; 360,000 tested, 0.4% active;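 active = activation above its plate's cutoff, the mean activation of sample wells plus 3 SD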; also: some results filed as inactive read as strong as hits
CHRM4 agonist: agonists of human muscarinic M4 receptor (CHRM4); activation, % at 3 µM; CHO-K1 hM4/Gqi5, Fluo-8 calcium fluorescence; vehicle 0%, full acetylcholine response 100%; 360,000 tested, 0.14% active; AID 624127; P08173;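 active = activation above the run mean over all test wells plus 3 SD, cut at about 32% in these data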;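 also: peak over basal fluorescence ratio per well then scaled between controls; 0% = DMSO wells and 100% = acetylcholine at EC100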
M1 ag parental: counter-screen for M1 agonists: effect in parental CHO-K1 cells; activation, % at 3 µM; Fluo-8 calcium fluorescence; scaled to maximal ATP response, vehicle zero; 360,000 tested, 0.48% active; in the data active = activation above about 15%;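 also: untransfected CHO-K1 host cells lacking M1 receptor as counterscreen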
An asterisk follows results filed as active.

compound	CHO-K1 Ca antag	CHRM5 PAM	CHRM5 agonist	CHO-K1 Ca PAM	CHRM4 antagonist	M5 antag	M4 PAM	CHRM4 agonist	M1 ag parental
Cc1ccccc1CN1CCC(C(=O)Nc2ccc(Oc3cccnc3)cc2)CC1	-8	-7	-6	-9	13	13	-7	2	1.6
Cc1nc(CS(=O)(=O)c2ccc(Cl)cc2)sc1C(=O)O	3	2	1	1	-10	-4	0	0	1.5
Cc1cc(C)n(-c2cccc(CN(C)Cc3nc(-c4cnccn4)no3)c2)n1	-8	-1	-2	4	7	12	-5	2	1.4
CC(C(=O)Nc1sc2c(c1C#N)CCCCC2)N1C(=O)c2ccccc2C1=O (stereo unspecified)	-18	-5	2	11	-3	9	6	2	1.2
CC(C)C[C@@H](CN=[N+]=[N-])N1CCN(C)CCC1=O	-20	0	-10	15	0	-1	6	1	0.6
COC(=O)Nc1ccc(S(=O)(=O)N2CCCC(C(=O)Nc3cccc4c3OCCO4)C2)cc1 (stereo unspecified)	-3	-6	3	19	6	0	-5	7	3.1
N=c1c2c3c(sc2ncn1Cc1ccccc1)CCCC3	-8	2	-4	17	-6	1	-2	2	1.2
CCCCNc1c(-c2cccc(-c3ccc(OC)cc3)c2)nc2ccc(C)cn12	8	-39	-5	-8	52*	34*	-14	22	6.6
Cc1occc1-c1nnc(SCC(=O)NCCc2ccccc2)n1C(C)c1ccccc1 (stereo unspecified)	1	11	-12	6	-14	-2	4	2	0.7
O=C(Cc1ccc(Cl)cc1Cl)OCC(=O)c1ccc[nH]1	2	-8	-12	-2	-3	1	-6	2	0.2
CC1CCN(c2ccc(-c3cccs3)nn2)CC1	-16	-2	-2	-1	8	-1	-4	-2	-1.6
CC(NC(=O)c1cccc(S(=O)(=O)N(C)C)c1)C1CC2CCC1C2 (stereo unspecified)	-8	4	-3	14	-6	6	0	2	-0.9
CCCCOC(=O)CNc1nnc(SCC(=O)OCC)[nH]c1=O	-4	-6	0	3	16	-3	-8	1	0.0
O=C(Nc1ccc(S(=O)(=O)N2CCCCCC2)cc1)c1ccc(Br)o1	-5	-1	0	13	-2	-2	-7	4	3.5
CC1CCCN(C(=O)C(C)Nc2cc(Cl)ccc2N2CCOCC2)C1 (stereo unspecified)	-22	-4	-4	16	-5	15	-3	3	1.3
COc1ccc(C(CNC(=O)c2ccc(NS(=O)(=O)c3ccc4c(c3)OCCO4)cc2)N(C)C)cc1 (stereo unspecified)	-5	-18	-9	-5	2	6	-10	2	1.5
COc1ccc(NC(=O)CN(C)C(=O)CCc2c[nH]c3ccccc23)cc1	-11	-2	-1	5	-4	10	-2	3	1.9
O=C(Nc1nc(-c2ccccc2)cs1)Nc1ccc(F)cc1F	-7	-7	3	7	2	7	-4	3	3.5
COc1ccccc1-c1c(-c2ccc(O)cc2O)n[nH]c1C(F)(F)F	9	5	1	-24	4	1	-3	3	0.2
COC(=O)c1cn(Cc2cc(OC)ccc2OC)cc(F)c1=O	-11	2	-5	4	-6	2	1	1	0.8
O=C(N/N=C/C(Cl)=C/c1ccc([N+](=O)[O-])cc1)C(=O)Nc1ccccc1C(=O)O	-2	-1	5	1	4	3	-12	-1	-0.1
COc1ccc2nc(NC(=O)Cn3cnc4ccccc4c3=O)sc2c1	-6	-1	0	-3	2	1	-11	1	0.6
COc1cccc(NC(=O)CSc2nnc(Cn3c(=O)sc4ccccc43)n2C)c1	-1	-2	-2	10	-21	-6	1	3	1.9
COc1cccc(CN2C(=O)c3ccccc3S2(=O)=O)c1	-8	7	-5	5	-13	0	-8	4	1.1
NC(=O)CC[C@@H]1NC(=O)[C@H](CO)NC(=O)c2cc([N+](=O)[O-])cc(I)c2OCC[C@@H](C(N)=O)NC1=O	-8	2	5	7	7	-4	5	1	0.7
Cc1nn(Cc2ccc(F)cc2)c(C)c1NC(=O)c1cc(-c2ccc3c(c2)OCO3)on1	-40	-6	2	8	-5	4	1	2	3.0
Cc1cn(S(=O)(=O)c2cc(Br)ccc2Br)cn1	-8	0	-1	18	-2	3	1	1	3.3
COc1ccccc1OCCC(=O)OCC(=O)Nc1ccc2c(c1)OCCO2	-8	-1	6	-13	11	15	2	4	0.7
O=C(COc1ccc(-c2nnco2)cc1)NC1CCS(=O)(=O)C1 (stereo unspecified)	-9	-2	1	3	-6	8	4	1	-0.1
COc1cc(NC(=O)c2cc(Br)cc(C)c2OC)ccc1NC(=O)C(C)C	-11	0	-3	14	-9	0	4	3	2.3

(listing goes on)
compound	CHO-K1 Ca antag	CHRM5 PAM	CHRM5 agonist	CHO-K1 Ca PAM	CHRM4 antagonist	M5 antag	M4 PAM	CHRM4 agonist	M1 ag parental
O=C(NN1CCOCC1)c1ccc(Cl)cc1[N+](=O)[O-]	-1	1	-3	14	-8	-9	3	1	0.2
CN(C1CCCCC1)S(=O)(=O)c1ccc(-c2ccccn2)s1	-8	-5	0	15	4	12	-7	0	1.3
COc1cc(/C=N/N=C(\N)c2nonc2N)cc(OC)c1O	-6	5	2	4	-1	-7	-3	1	0.6
O=C(Cc1ccc(F)cc1)Nc1c(C(=O)N2CCN(c3ncccn3)CC2)oc2ccccc12	-18	2	-3	22	7	-6	2	2	1.1
COC(=O)c1ccccc1S(=O)(=O)N1CCC(C(=O)OCC(=O)NCC(F)(F)F)CC1	-10	-1	0	7	-10	7	6	1	0.7
CCOC(=O)N1CCN(CC(=O)n2c(C)c(C)c3ccccc32)CC1	-3	1	1	6	-4	2	4	0	0.2
O=C(CCc1nnc2ccc(NCc3ccco3)nn12)N1CCN(c2ccccc2F)CC1	-6	-3	-1	-19	-2	6	0	7	1.1
CCc1nc2c(OCc3ccccc3)cccn2c1N(C)C(=O)Nc1ccccc1OC	-9	-5	-2	22	5	0	4	-1	0.1
COc1ccc(CC(=O)N2CCN(C(=O)c3ccco3)CC2)cc1	-2	-1	2	-5	4	1	1	1	-0.1
O=C(c1cc(F)ccc1F)C1CCCN(C(=O)CSc2ccccn2)C1 (stereo unspecified)	-4	-7	-5	27	5	12	-1	1	2.5
CC1=C(C(=O)N(C)C)CC(CC(=O)NCCCN(C)C)C(=O)N1Cc1ccc(F)cc1 (stereo unspecified)	1	0	0	-6	-8	3	2	1	-0.3
O=C(Cc1ccc(F)cc1)Nc1ccc(S(=O)(=O)N2CCCC2)cc1	-3	2	1	8	-1	-1	1	4	2.7
O=C(CSc1nnc(-c2cc3ccccc3cc2O)n1Cc1ccco1)c1ccc(F)cc1	10	-6	0	12	3	7	-10	3	1.9
O=S(=O)(NCc1ccccc1Br)c1cccs1	4	7	-5	5	-3	-11	5	-1	-0.3
CC(C)CNC(=O)COc1cccc(C(=O)NCc2ccccc2)c1	4	-2	-2	0	-12	15	19	6	0.3
CC(Oc1cc2oc(=O)c3c(c2cc1Cl)CCC3)C(=O)NCC1CCC(C(=O)O)CC1 (stereo unspecified)	-6	-4	-2	-10	-3	8	2	-1	0.2
CCOc1ccc(C2=Nn3c(nnc3-c3cccnc3)SC2)cc1	-10	-1	-4	20	-3	-2	6	-1	0.1
CCOc1c(Br)cc(CNc2ncn[nH]2)cc1OC	1	-2	1	13	3	-1	9	1	1.5
Cn1c(N)c(C(=O)CSc2nn(-c3ccccc3)c(=S)s2)c(=O)n(C)c1=O	-3	2	5	18	-8	0	1	2	1.6
C[C@H](NC(=O)C1CCN(S(=O)(=O)c2ccccc2)CC1)C(=O)NCc1cccnc1	11	5	1	-10	-11	-7	0	1	-0.2
COC(=O)c1ccc(CSc2n[nH]c(=S)s2)o1	-6	-3	1	7	-10	-2	-5	1	0.3
Cc1cc2c(C)nc(Cc3ccccc3)nc2o1	-11	-2	-1	3	-2	0	-3	0	0.2
C=CCNC(=S)NNC(=O)c1csc(C)c1CC	-9	-2	3	8	-9	4	-1	1	0.7
CSc1ccccc1NC(=O)CN(C)CC(=O)Nc1cc(C)ccc1C	-8	-4	4	13	7	-6	-6	5	2.4
CCN(CC)CCN1C(=O)C(O)=C(C(C)=O)C1c1ccc(OC)c(OC)c1 (stereo unspecified)	-7	7	-2	19	1	-2	11	0	0.1
O=C(c1cc2c(s1)CCCC2)N1CCN(CCO)CC1	17	4	0	-18	1	0	-2	0	-0.3
COC(=O)c1cc(-c2ccc(Br)cc2)n[nH]1	-2	2	1	-2	8	1	13	-2	-0.2
COc1ccc(SCCN2CC[C@@H](NC(=O)OCc3ccccc3)CCC2=O)cc1	-2	-10	-1	-6	12	15	-7	7	2.3
Cc1cccc(NC(=O)NNS(=O)(=O)c2ccc(F)cc2)c1	8	2	-1	10	-2	3	4	2	0.1

Compound profiles, as listed above:
Listed for O=S(=O)(NCc1ccccc1Br)c1cccs1 → CHO-K1 Ca antag = 4; CHRM5 PAM = 7; CHRM5 agonist = -5; CHO-K1 Ca PAM = 5; CHRM4 antagonist = -3; M5 antag = -11; M4 PAM = 5; CHRM4 agonist = -1; M1 ag parental = -0.3
Listed for COc1ccc(SCCN2CC[C@@H](NC(=O)OCc3ccccc3)CCC2=O)cc1 → CHO-K1 Ca antag = -2; CHRM5 PAM = -10; CHRM5 agonist = -1; CHO-K1 Ca PAM = -6; CHRM4 antagonist = 12; M5 antag = 15; M4 PAM = -7; CHRM4 agonist = 7; M1 ag parental = 2.3

Screens: PubChem, The Scripps Research Institute Molecular Screening Center
